AGP1 TOR yeast: modulators of TOR pathway AGP1-GFP in S. cerevisiae. 0.02% of 320,000 active. AID 2066. GFP response vs DMSO, % at 10 µM. S. cerevisiae AGP1-GFP multiplex flow cytometry, 3 h; GFP as percent of DMSO wells;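 active = GFP response relative to DMSO above a set limit, near screen average plus 3 SD, cut at about 150% in these data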;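 also: median GFP channel fluorescence of the gated AGP1 strain per well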
MEP2 TOR yeast: alters MEP2-GFP fluorescence in TOR pathway yeast screen; S. cerevisiae MEP2-GFP strain, flow cytometry GFP, 3 h; 100% = DMSO control level; GFP response vs DMSO, % at 10 µM; 0.51% of 330,000 active;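 active = GFP response versus DMSO above a set limit, roughly screen mean plus 3 SD, cut at about 180% in these data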;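 also: median GFP fluorescence of the barcode-gated MEP2-GFP cells per well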
proCasp3 act: procaspase-3 (human) activation; 0.11% of 330,000 active; activation, % at 8.5 µM; recombinant procaspase-3 D3A, Ac-DEVD-pNA absorbance 405 nm; AID 463141;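 active = activation above the mean of all tested compounds plus 3 SD, cut at about 21% in these data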;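 also: 0% = DMSO alone and 100% = DMSO wells spiked with extra 5 µM PC-3 D3A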
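Test system: Procaspase-3 D3A mutant; medium: Zinc-free HEPES/NaCl buffer with 0.01% Triton X-100 at pH 7.4; reagent: DEVD-pNA substrate; doses: one concentration, 8.5 µM nominal, 0.8% DMSO; times: 1 h preincubation plus 2 h reaction at 25 °C; signal: Epi-absorbance at 405 nm of released p-nitroaniline, 0 and 120 min; replicates: singlicate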
procasp7 counter: counter-screen for procaspase-3 activators: activators of human procaspase-7. activation, % at 8.5 µM. AID 463210. recombinant procaspase-7, Ac-DEVD-pNA absorbance 405 nm; D23A/D198A/D206A triple mutant, cannot self-cleave; scale: DMSO 0, 5 µM enzyme 100. P55210. 0.093% of 330,000 active;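 active = percent activation above the screen-wide mean plus 3 SD, cut at about 25% in these data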
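Assay system – Uncleavable procaspase-7 mutant enzyme · Quantity – 2 µM procaspase-7 mutant as dispensed · Times – 1 h preincubation, 2 h reaction · Dosing – single nominal 8.5 µM compound dose, 0.8% DMSO final · Buffer or medium – Zinc-free 50 mM HEPES buffer, pH 7.4, with NaCl and Triton X-100 · Detection – Epi-absorbance of released pNA at 405 nm, two timepoints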
CIT2 TOR yeast: modulators of TOR pathway CIT2-GFP in S. cerevisiae. AID 2029. S. cerevisiae CIT2-GFP strain, flow cytometry, 3 h; 100 means same as DMSO wells. GFP response vs DMSO, % at 10 µM. 0.065% of 320,000 active;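 active = GFP response relative to DMSO above a set limit, near the screen mean plus 3 SD, cut at about 150% in these data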;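 also: ratio of well median GFP fluorescence to mean of DMSO wells on the plate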
AHR act: human AHR activation; P35869; AHR-responsive luciferase reporter cells, luminescence; activation, % at 5 µM; 2.5% of 320,000 active; in the data active = activation above about 47%;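 also: 0% = vehicle wells and 100% = reference agonist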
Target sequence (P35869 whole entry, looked up): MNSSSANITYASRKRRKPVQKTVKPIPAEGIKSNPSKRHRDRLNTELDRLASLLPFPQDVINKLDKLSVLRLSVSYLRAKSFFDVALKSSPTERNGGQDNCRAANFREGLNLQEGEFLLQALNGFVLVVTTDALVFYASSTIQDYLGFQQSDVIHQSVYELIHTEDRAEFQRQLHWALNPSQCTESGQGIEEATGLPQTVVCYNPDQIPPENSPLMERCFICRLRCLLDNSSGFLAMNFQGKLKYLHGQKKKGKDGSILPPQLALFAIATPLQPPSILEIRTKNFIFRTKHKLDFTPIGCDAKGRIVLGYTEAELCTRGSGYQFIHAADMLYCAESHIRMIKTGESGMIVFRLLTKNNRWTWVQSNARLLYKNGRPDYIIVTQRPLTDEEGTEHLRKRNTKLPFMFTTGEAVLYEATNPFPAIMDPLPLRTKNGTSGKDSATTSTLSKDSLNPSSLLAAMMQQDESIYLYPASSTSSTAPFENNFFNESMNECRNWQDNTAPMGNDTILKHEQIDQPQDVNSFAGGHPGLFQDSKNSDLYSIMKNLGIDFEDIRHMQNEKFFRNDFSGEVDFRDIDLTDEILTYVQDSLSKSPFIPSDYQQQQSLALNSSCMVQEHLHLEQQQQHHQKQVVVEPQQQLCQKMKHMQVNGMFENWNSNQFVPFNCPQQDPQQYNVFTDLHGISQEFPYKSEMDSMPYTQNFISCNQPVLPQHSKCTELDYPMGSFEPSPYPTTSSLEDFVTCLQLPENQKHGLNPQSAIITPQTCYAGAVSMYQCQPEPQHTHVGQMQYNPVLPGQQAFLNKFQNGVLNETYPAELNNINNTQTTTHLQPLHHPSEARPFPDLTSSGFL
RPL19A TOR yeast: yeast TOR pathway RPL19A-GFP modulation; percent response vs DMSO, % at 10 µM; S. cerevisiae RPL19A-GFP strain, flow cytometry, 3 h; active compounds read low; 0.3% of 330,000 active;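 active = percent response vs DMSO below 50%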;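 also: median channel GFP fluorescence of the barcoded RPL19A-GFP strain; ratio of sample median GFP to plate DMSO average so 100% = DMSO; lower means less RPL19A-GFP as with rapamycin TOR inhibition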
LAP4-GFP MLPCN: alters LAP4-GFP fluorescence in TOR pathway yeast screen. S. cerevisiae LAP4-GFP multiplex, flow cytometry GFP, 3 h; median GFP as percent of DMSO wells. GFP response vs DMSO, % at 10 µM. 0.34% of 320,000 active;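 active = GFP response vs DMSO above a set limit, about the screen mean plus 3 SD, cut at about 150% in these data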
An asterisk follows results filed as active; / = no result given.

Fields: AGP1 TOR yeast, MEP2 TOR yeast, proCasp3 act, procasp7 counter, CIT2 TOR yeast, AHR act, RPL19A TOR yeast, LAP4-GFP MLPCN
1	CC1CN(CC(=O)Nc2nc(-c3ccc(Cl)cc3)cs2)CC(C)O1 (configuration not stated)
→ 99, 103, 3, 4, 98, 14, 101, 98
2	Cc1cc(NC(=O)CSc2ccc(-c3ccccc3)nn2)no1
→ 97, 98, -8, 4, 92, 0, 94, 103
3	O=[N+]([O-])c1ccc(-c2n(-c3ccccn3)c3ccccc3[n+]2-c2ccccn2)cc1
→ 98, 102, 2, -1, 94, 0, 97, 98
4	CCOc1ccc(C2NC(=O)C(C#N)=C(S)N2c2cccc(C)c2)cc1OC (configuration not stated)
→ 102, 100, 8, 5, 94, 2, 100, 103
5	CCOC(=O)c1c(C)n(C)c2ccc(OCCN(C)C)cc12
→ /, 91, 2, 0, 107, 8, 102, 100
6	CCOc1cccc(CNCCO)c1OCc1ccc(Cl)cc1Cl
→ 101, 94, 14, 9, 105, 7, 103, 97
7	O=c1cc(CN2CCc3ccccc32)c2ccc(O)cc2o1
→ 102, 97, 7, 0, 95, 11, 93, 105
8	CCSc1nnc(-c2cnn(-c3ccccc3)c2-n2cccc2)n1C
→ 100, 99, -5, -1, 95, 0, 100, 104
9	Cc1cccc(N2CCN(C(=O)c3ccc4c(c3)NC(=O)C(CSCc3ccc(F)cc3)N4)CC2C)c1 (configuration not stated)
→ 104, 95, -2, -3, 99, 0, 95, 107
10	COc1cc2ccccc2nn1
→ 93, 98, -10, 0, 94, 4, 101, 100
11	Cc1cccc(N2CCN(C(=O)Cn3cccc3)CC2)c1C
→ 103, 95, -3, -12, 112, -3, 105, 97
12	CCC(=O)c1ccc(OCC(=O)OCC(=O)N2CCCc3ccccc32)cc1
→ 106, 105, 13, 5, 105, 1, 101, 104
13	C=CCNC(=S)NCc1ccc(CNC(=S)NCC=C)cc1
→ 116, 120, 4, 2, 111, 3, 128, 120
14	COc1ccccc1CN1CCN(C(CC(C)C)c2nnnn2Cc2cccs2)CC1 (configuration not stated)
→ 92, 93, 8, 5, 93, 4, 95, 90
15	CCOC(=O)N1CCN(S(=O)(=O)c2ccc(OCC(=O)OC)c(Cl)c2)CC1
→ 97, 106, 2, -5, 99, 1, 100, 98
16	Cc1ccc(OCCCC(=O)Nc2ccc(S(=O)(=O)Nc3cc(C)nc(C)n3)cc2)cc1
→ 109, 107, 2, -4, 102, -2, 103, 104
17	Clc1ccc(SCc2nc3ccccc3[nH]2)cc1
→ 100, 102, 1, 0, 89, -1, 97, 123
18	Cc1ccc(S(=O)(=O)N2CCC(C(=O)NCCCn3ccnc3)CC2)cc1
→ 104, 100, 0, -4, 105, 5, 104, 72
19	NS(=O)(=O)c1cc(C(=O)NC2CCSc3ccccc32)ccc1Cl (configuration not stated)
→ 117, 109, -7, 9, 105, 2, 101, 105
20	COCCn1c(C)cc(C(=O)CSc2nc3ccccc3c(=O)n2C(C)COC)c1C (configuration not stated)
→ 99, 97, 8, 4, 99, 3, 105, 105

Entries shown so far that contain four or more nitrogen atoms:
Fields: AGP1 TOR yeast, MEP2 TOR yeast, proCasp3 act, procasp7 counter, CIT2 TOR yeast, AHR act, RPL19A TOR yeast, LAP4-GFP MLPCN
2	Cc1cc(NC(=O)CSc2ccc(-c3ccccc3)nn2)no1
→ 97, 98, -8, 4, 92, 0, 94, 103
3	O=[N+]([O-])c1ccc(-c2n(-c3ccccn3)c3ccccc3[n+]2-c2ccccn2)cc1
→ 98, 102, 2, -1, 94, 0, 97, 98
8	CCSc1nnc(-c2cnn(-c3ccccc3)c2-n2cccc2)n1C
→ 100, 99, -5, -1, 95, 0, 100, 104
9	Cc1cccc(N2CCN(C(=O)c3ccc4c(c3)NC(=O)C(CSCc3ccc(F)cc3)N4)CC2C)c1 (configuration not stated)
→ 104, 95, -2, -3, 99, 0, 95, 107
13	C=CCNC(=S)NCc1ccc(CNC(=S)NCC=C)cc1
→ 116, 120, 4, 2, 111, 3, 128, 120
14	COc1ccccc1CN1CCN(C(CC(C)C)c2nnnn2Cc2cccs2)CC1 (configuration not stated)
→ 92, 93, 8, 5, 93, 4, 95, 90
16	Cc1ccc(OCCCC(=O)Nc2ccc(S(=O)(=O)Nc3cc(C)nc(C)n3)cc2)cc1
→ 109, 107, 2, -4, 102, -2, 103, 104
18	Cc1ccc(S(=O)(=O)N2CCC(C(=O)NCCCn3ccnc3)CC2)cc1
→ 104, 100, 0, -4, 105, 5, 104, 72

Complete entries as entered above:
Profile of Cc1cc(NC(=O)CSc2ccc(-c3ccccc3)nn2)no1 : AGP1 TOR yeast: 97; MEP2 TOR yeast: 98; proCasp3 act: -8; procasp7 counter: 4; CIT2 TOR yeast: 92; AHR act: 0; RPL19A TOR yeast: 94; LAP4-GFP MLPCN: 103
Profile of CC1CN(CC(=O)Nc2nc(-c3ccc(Cl)cc3)cs2)CC(C)O1 (configuration not stated) : AGP1 TOR yeast: 99; MEP2 TOR yeast: 103; proCasp3 act: 3; procasp7 counter: 4; CIT2 TOR yeast: 98; AHR act: 14; RPL19A TOR yeast: 101; LAP4-GFP MLPCN: 98

Additional entries:
Fields: AGP1 TOR yeast, MEP2 TOR yeast, proCasp3 act, procasp7 counter, CIT2 TOR yeast, AHR act, RPL19A TOR yeast, LAP4-GFP MLPCN
21	O=C(NC1CCCc2ccccc21)N[C@@H](Cc1ccccc1)C(=O)O (some centres not stated)
→ 101, 103, 8, 4, 91, 7, 104, 98
22	CC1Cc2ccccc2N1C(=O)CN1CCCCC1 (configuration not stated)
→ 103, 107, 9, 3, 106, 0, 98, 101
23	Cc1ccc([N+](=O)[O-])cc1S(=O)(=O)Nc1ccccn1
→ 98, 99, -6, 6, 93, 0, 95, 95
24	CCc1cc2c(=O)c(-c3nc4ccccc4[nH]3)coc2cc1OC(=O)N1CCOCC1
→ 89, 85, 3, 10, 88, 23, 94, 89
25	COc1ccc2ccccc2c1/C=N/NC(=O)c1sc(N)c(C#N)c1C
→ 81, 102, 5, -32, 96, 15, 98, 96
26	O=C(NCCc1c[nH]c2ccccc12)c1cnc2n(c1=O)CCS2
→ 115, 111, 1, 2, 105, 1, 101, 105
27	CCOC(=O)c1sc(-c2ccccc2)cc1NC(=O)CSc1nnnn1C
→ 93, 92, 4, 2, 92, 4, 99, 89
28	CCOC(=O)C1CCN(S(=O)(=O)c2cc3c4c(c2)C(C)C(=O)N4CCC3)CC1 (configuration not stated)
→ 96, 115, -2, 19, 98, 2, 97, 93
29	O=C(NCC(=O)N1CCOCC1)c1ccc(Cl)c(Cl)c1
→ 103, 108, -1, 8, 110, 6, 100, 104
30	N#Cc1ccsc1NC(=O)COC(=O)c1ccc(Br)o1
→ 98, 108, 5, -2, 91, 12, 99, 101
31	c1cnc2ccc(C(c3nnnn3C3CCCCC3)N3CCCCC3)cc2c1 (configuration not stated)
→ 99, 105, -11, 2, 94, 10, 97, 102
32	CCOC(=O)N1CCN(c2ncnc3c2[nH]c2ccc(F)cc23)CC1
→ 105, 100, -3, -3, 89, 38, 103, 93
33	Cc1cc(C)nc(SCc2ccc(C(=O)NN=C3C4CC5CC(C4)CC3C5)cc2)n1
→ 103, 103, 2, -20, 99, 11, 101, 96
34	NC(=O)c1ccc(-c2csnn2)cc1
→ 104, 94, 11, 4, 98, -2, 97, 101
35	CCC1CCCCN1C(=S)NC(=O)c1ccc([N+](=O)[O-])cc1 (configuration not stated)
→ 102, 115, 7, -5, 105, -3, 107, 101
36	Cc1ccccc1NC(=O)CSc1nnc(Cc2cccn2C)n1-c1ccc(F)cc1
→ 105, 109, -1, -7, 100, -1, 103, 105
37	COc1ccc(C(=O)Nc2ccc(Cl)c(Cl)c2)c(OC)n1
→ 99, 112, -6, 7, 92, 21, 99, 100
38	CCC(C)(C)n1nnnc1C(c1cc2cc(C)ccc2[nH]c1=O)N1CCCc2ccccc21 (configuration not stated)
→ 105, 106, -7, -12, 98, 15, 101, 106
39	C=CCc1ccc(OCCCNC2CCCC2)c(OC)c1
→ 110, 101, -3, 0, 106, 8, 98, 112
40	CC(CC(=O)O)CC(=O)Nc1cccc([N+](=O)[O-])c1 (configuration not stated)
→ 101, 95, 9, 7, 100, 2, 98, 105

Screen by screen, from the results shown.
Nos. 14–21 in AHR act, in turn: 4, 1, -2, -1, 5, 2, 3, 7
Nos. 14–21 in CIT2 TOR yeast, in turn: 93, 99, 102, 89, 105, 105, 99, 91
Nos. 14–21 in AGP1 TOR yeast, in turn: 92, 97, 109, 100, 104, 117, 99, 101

Continuation:
Fields: AGP1 TOR yeast, MEP2 TOR yeast, proCasp3 act, procasp7 counter, CIT2 TOR yeast, AHR act, RPL19A TOR yeast, LAP4-GFP MLPCN
41	O=C(CCn1nc(-c2ccccc2)c2ccccc2c1=O)NCC1CCCO1 (configuration not stated)
→ 99, 100, -7, -5, 101, 0, 97, 99
42	CCCCC1(Cc2cccc([N+](=O)[O-])c2)C(=O)N(c2ccccc2)N(c2ccccc2)C1=O
→ 102, 98, 4, 6, /, 2, 99, 97
43	Cc1cc(-c2ccc(C(C)C)c(S(=O)(=O)Nc3ccccn3)c2)on1
→ 97, 96, -4, -5, 99, 3, 100, 92
44	Nc1cccc(Oc2ccc3c(c2)C(=O)NC3=O)c1
→ 103, 105, -5, -6, 102, -2, 100, 90
45	O=C(C1=C[C@@H](c2ccc3c(c2)OCO3)C[C@@H](OCc2ccc(CO)cc2)O1)N1CCOCC1
→ 93, 89, -2, 3, 108, 1, 102, 103
46	O=C(Nc1ccc([N+](=O)[O-])cc1)/C(=C/c1cccc([N+](=O)[O-])c1)NC(=O)C1CCCCC1
→ 105, 104, -2, 15, 102, -3, 102, 103
47	Cc1cc(C)c(C(N)=O)c(NC(=O)Nc2ccccc2Cl)n1
→ 86, 92, 14, 6, 91, 8, 87, 89
48	CCOc1ccc(-c2ccc(SCC(=O)N3CCOCC3)nn2)cc1
→ 106, 105, 6, 2, 107, 5, 97, 107
49	COc1ccc(N2CCN(C(=O)C(=O)c3c(C)n(C)c4ccccc34)CC2)cc1
→ 109, 96, -5, 2, 101, 5, 90, 100
50	CCC(C)(C)NC(=O)CN(C(=O)c1csnn1)c1ccccc1-c1ccccc1
→ 100, 103, -1, 6, 94, 3, 104, 95
51	Cc1ccc(/C=N/N=C/c2ccc(C)s2)s1
→ 102, 108, -1, -2, 109, 34, 107, 99
